PhoP GFP inhibition – Inhibition of PhoP regulon, Salmonella typhi GFP reporter cells, confirmation, 4 h (AID 1850); Salmonella Typhi PhoP-promoter GFP reporter, fluorescence, 4 h; higher % means a stronger effect; inhibition, % at 50 µM; hits with a dose series show IC50 in µM; 310,000 tested, 0.33% active; in the data active = a potency from the dose series; inconclusive = inhibition mostly from about 25% at the one dose, without a potency; inactive = the rest, 99 in 100 with inhibition below about 19%;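 also: 0% = induced wells with vehicle and 100% = uninduced wells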
tuberculosis growth – growth inhibition of non-replicating M. tuberculosis (AID 488890); Mycobacterium tuberculosis non-replicating, growth inhibition; higher % means a stronger effect; inhibition, % at 25 µM, or IC50 in µM where a hit was titrated; 320,000 tested, 0.39% active; in the data active = a potency from the dose series; inconclusive = inhibition mostly from about 82% at the one dose, without a potency; inactive = the rest, 99 in 100 with inhibition below about 76%;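 also: plate controls were DMSO cells for no effect and high antibiotic wells for full effect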
M. tuberculosis HTS – M. tuberculosis growth inhibition, HTS (AID 449762) | M. tuberculosis H37Rv growth inhibition, 7H9 media; higher % means a stronger effect | one-dose inhibition, % at 25 µM; IC50 in µM for titrated hits | 330,000 tested, 0.59% active; in the data active = a potency from the dose series; inconclusive = inhibition above about 70% without an active follow-up result;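 also: bacterial growth assessed after seven days of incubation; strong numbers were not always called active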
H1N1 NS1A inhibition – NS1A inhibition, H1N1 influenza, cell based functional assay (AID 504329); NS1A functional cell-based assay, percent inhibition; higher % means a stronger effect; 340,000 tested, 0.3% active; inhibition, % at 12.5 µM, or IC50 in µM where a hit was titrated; in the data active = a potency from the dose series; inconclusive = inhibition above about 27% without an active follow-up result; also: strong numbers were not always called active
VEEV TC-83 Vero – inhibitors of VEEV TC-83 cytopathic effect, confirmation, Vero cells (AID 588727); 350,000 tested, 0.13% active; Vero cells, VEEV TC-83 cytopathic effect inhibition; higher % means a stronger effect; one-dose inhibition, % at 20 µM; IC50 in µM for titrated hits; in the data active = a potency from the dose series; inconclusive = inhibition mostly from about 14% at the one dose, without a potency; inactive = the rest, 99 in 100 with inhibition below about 12%; also: strong numbers were not always called active
VEEV TC-83 Vero 10K pilot screen – recorded beside VEEV TC-83 Vero, whose call it bears; inhibition, %; measured here: 10K pilot screen inhibition
An asterisk follows results filed as active; i = inactive; ? = inconclusive; . = no result given.

SMILES | PhoP GFP inhibition | tuberculosis growth | M. tuberculosis HTS | H1N1 NS1A inhibition | VEEV TC-83 Vero | others
COCCNC(=O)NC(=O)CN1C(=O)NC(Cc2c[nH]c3ccccc23)C1=O (stereo not given) | 1% | -8% | 4% | 5% | 1.3%
CCc1ccc(NC(=O)[C@H](Cc2ccccc2)NC(=O)C2CCN(C(=O)[C@@H](N)CC(C)C)CC2)cc1 | 10% | -17% | 1% | 7% | i
CCOc1ccc(S(=O)(=O)NCc2ccco2)c2ccccc12 | 8% | 10% | 1% | 8% | i
O=C(NCc1ccco1)C(Cc1ccccc1)N1C(=O)C2C3C=CC(C3)C2C1=O (stereo not given) | -2% | 6% | -5% | -8% | 0.4%
O=C(c1ccc2oc(CCCc3ccccc3)nc2c1)N1CCCC1 | -3% | 15% | 7% | -3% | 3.3%
CCOC(=O)C1(Cc2cccc(Cl)c2)CCCN(C(=O)c2cnn(CC)c2)C1 (stereo not given) | -4% | -7% | -5% | 9% | 2.2%
Cc1ccc(C)c(Cn2nc3c4ccccc4n(Cc4ccccc4)cc-3c2=O)c1 | . | . | . | 1% | 2.1%
CC(NC(=O)Nc1nccs1)(C(F)(F)F)C(F)(F)F | -12% | 9% | -5% | -6% | 2.7%
CCN(CC)S(=O)(=O)c1ccc(Cl)c(NC(=O)COC(=O)c2nc3nc(C)cc(C)n3n2)c1 | . | 28% | -1% | -4% | 2.1%
O=C(CSCC(=O)Nc1nccs1)Nc1ccccc1 | 2% | 6% | 2% | -17% | i
C=CCOc1ccc(C2/C(=C(\O)c3ccc(F)cc3)C(=O)C(=O)N2CCCN(C)C)cc1 (stereo not given) | 4% | -4% | 4% | -1% | i
CC(C)NCC(O)(c1ccc(Cl)cc1)c1ccc(Cl)cc1 | 3% | 33% | -3% | -18% | 1.1%
Oc1c(Cl)cc(Cl)c2cccnc12 | . | . | . | -14% | 3.7% | VEEV TC-83 Vero 10K pilot screen=15
C=CCNC(N)=S | -4% | -10% | 3% | -6% | 4.5%
CC(C)(C)C(=O)CSc1ncnc2c1cnn2-c1ccccc1 | -7% | 9% | 0% | . | 0.7%
COc1ccc(N2C(=O)CC(Sc3ncn[nH]3)C2=O)c(OC)c1 (stereo not given) | 3% | 30% | -1% | 0% | 0.0%
COc1ccc(S(=O)(=O)N2CCCCC2)cc1NC(=O)c1cccnc1SC | 1% | 2% | 5% | 8% | 0.4%
Cc1cc(C)nc(SCc2ccc(C(=O)N/N=C/c3cccnc3)cc2)n1 | -9% | 1% | 7% | 1% | 0.5%
CCOc1ccccc1NC(=O)COC(=O)c1cnc(C)cn1 | . | 3% | -10% | -9% | i
Cc1nc(NC(=O)COC(=O)CCC(=O)c2cccs2)c(Cl)cc1Cl | 5% | -4% | -2% | -1% | 0.4%

Continued (five carried over from the part before).
SMILES | PhoP GFP inhibition | tuberculosis growth | M. tuberculosis HTS | H1N1 NS1A inhibition | VEEV TC-83 Vero | others
COc1ccc(N2C(=O)CC(Sc3ncn[nH]3)C2=O)c(OC)c1 (stereo not given) | 3% | 30% | -1% | 0% | 0.0%
COc1ccc(S(=O)(=O)N2CCCCC2)cc1NC(=O)c1cccnc1SC | 1% | 2% | 5% | 8% | 0.4%
Cc1cc(C)nc(SCc2ccc(C(=O)N/N=C/c3cccnc3)cc2)n1 | -9% | 1% | 7% | 1% | 0.5%
CCOc1ccccc1NC(=O)COC(=O)c1cnc(C)cn1 | . | 3% | -10% | -9% | i
Cc1nc(NC(=O)COC(=O)CCC(=O)c2cccs2)c(Cl)cc1Cl | 5% | -4% | -2% | -1% | 0.4%
O=C(O)CCCc1ccc2ccc3cccc4ccc1c2c34 | 3% | 64% | 59% | -3% | i
CCN(CC)CCCN(Cc1cc2cc3c(cc2[nH]c1=O)OCO3)C(=S)NCCCN(C)C | -3% | -7% | 4% | 9% | 0.2%
CC(C)NC(=O)c1c(CSc2ccccc2)noc1C(=O)NCc1ccccc1 | 6% | 6% | -1% | -1% | 0.1%
COc1ccccc1CNC(=O)CCS(=O)(=O)c1ccc2c(c1)CCN2C(C)=O | -4% | 12% | 3% | -9% | 3.4%
CCc1ccc(CN(C)C(=O)CCc2nnc(-c3ccc(-c4ccccc4)cc3)o2)nc1 | -6% | 42% | 4% | 0% | 3.4%
COc1ccc(OC)c(-c2cc(C(=O)Nc3cc(C)on3)no2)c1 | -3% | -3% | -7% | 6% | 7.7%
CC(C)=CCc1cc2c(=O)c3c(O)c4c(cc3oc2c(O)c1O)OC(C)C4(C)C (stereo not given) | 7% | -6% | -2% | . | .
CC(C)C(=O)Nc1cccc(C(=O)OCC(=O)c2ccc(Cl)cc2Cl)c1 | -7% | 5% | 11% | -15% | i
Cc1cc(NC(=O)CSc2ncccc2C(=O)O)no1 | 5% | -5% | -2% | 11% | i
CSc1nc(-c2ccc(Cl)cc2)nn1S(=O)(=O)c1ccc(Cl)cc1 | 1% | 57% | 4% | 0% | 1.2%
S=c1[nH]nc(-c2ccccc2)n1C1C=CCCC1 (stereo not given) | -14% | 6% | -6% | -20% | 1.1%
COC(=O)c1cc(=O)n(Cc2cccs2)c(=NCc2cccs2)s1 | -3% | -14% | -6% | 5% | 3.0%
COCCSc1nc(N)c(NC(=O)c2ccc(OC)cc2)c(=O)[nH]1 | -7% | 41% | 8% | -14% | 0.4%
O=C(O)CC/C(=C\c1ccc2c(c1)OCO2)c1nc2ccccc2s1 | 7% | 21% | 3% | 6% | 0.2%
Cc1ccc(C(=O)N/N=C\c2cccc(OC(=O)c3cccc(F)c3)c2)cn1 | -4% | 0% | 0% | -8% | 2.2%
O=C(N/C(=C/c1ccc(Br)cc1)C(=O)N1CCCC1=O)c1ccco1 | -10% | 0% | 1% | 0% | 2.3%
Oc1ccccc1CNc1cccc2cccnc12 | -2% | 52% | 2% | 10% | 6.2%
CCOC(=O)C(NC(=O)Nc1cccc(C)n1)(OCC(F)(F)F)C(F)(F)F (stereo not given) | -10% | -3% | 15% | 7% | i
COc1ccc(-c2ccc(-c3noc(C)n3)c(OC)n2)cc1 | 8% | 10% | 5% | -1% | i
CN(C)N=Nc1nc[nH]c1C(N)=O | 7% | ? | 4.9µM* | -2% | 4.8%
CCOC(=O)C1=C(O)/C(=C\c2cc(C)n(-c3ccc(F)cc3)c2C)N=C1C | -2% | 3% | 6% | 6% | i
CN(C(=O)CSc1nnc2n1CCCCC2)C1(C#N)CCCCC1 | . | -16% | -1% | 11% | 0.6%
O=C(NNC(=O)C1CCCCC1)C(=O)NC1CCCCC1 | -15% | 4% | -11% | -4% | 0.5%
Cn1c(CNC(=O)c2ccc(F)cc2)cc2ccccc21 | -7% | 48% | 6% | -16% | i
CCC(=O)N1CCN(c2ccccc2NC(=O)COc2cc(C)ccc2C(C)C)CC1 | -9% | 24% | -7% | -9% | 1.6%
COc1ccccc1NC(=O)c1ccc(NC(=O)CN2C(=O)CN(C)C2=O)cc1 | 11% | 14% | 6% | 4% | 1.8%
O=C(OCc1ccc(Cl)cc1Cl)c1cccnc1Cl | 2% | 73% | -4% | -4% | 1.1%
CC(=O)c1cccc(NC(=O)COC(=O)CCC(=O)c2ccc(F)cc2)c1 | . | 58% | 1% | 2% | 0.7%
O=C(Nc1ccc2nc3n(c(=O)c2c1)CCCCC3)c1c(F)ccc([N+](=O)[O-])c1F | -18% | ? | ? | -5% | 12%
CCc1cc(=O)oc2cc(OC(=O)CN3C(=O)NC4(CCCC4)C3=O)ccc12 | -7% | -7% | 54% | 4% | 2.5%
Cc1ccc(C)n1-c1c(C(=O)NN)cnn1-c1ccccc1 | 0% | 3% | 34% | 6% | 0.4%
CC(C)NC(=O)N(C)C[C@H]1Oc2c(NS(=O)(=O)c3cn(C)cn3)cccc2C(=O)N([C@H](C)CO)C[C@@H]1C | . | 0% | -1% | -5% | 0.1%
CSc1ccc(C(=O)C2CCCN(C(=O)c3cccc(N4CCOCC4)c3)C2)cc1 (stereo not given) | -4% | 14% | -4% | -6% | i
CCCCOc1ccc(C(=O)N/C(=C/C=C/c2ccccc2)C(=O)O)cc1 | 17% | 32% | 7% | -12% | 2.4%
O=C(NCc1ccco1)/C(=C/C=C/c1ccccc1)NC(=O)c1ccco1 | -1% | 3% | -3% | 0% | 0.6%
CC(C)C(NS(=O)(=O)c1cccc2nsnc12)C(=O)N1CCc2ccccc2C1 (stereo not given) | 1% | 0% | 0% | -6% | 2.7%
COc1ccccc1Cn1nnc2c(=O)[nH]c(C3CCN(C(=O)c4ccc(C)cc4)CC3)nc21 | -5% | 21% | 1% | -4% | 2.3% | VEEV TC-83 Vero 10K pilot screen=5.0
COc1ccc(N(C(=O)c2ccc(C)cc2)S(=O)(=O)c2cccs2)cc1 | -8% | 41% | 12% | 2% | 2.1%
COc1ccc(CCNC(=O)C2(C)CCC(=O)N2Cc2ccc3c(c2)OCO3)cc1OC (stereo not given) | -11% | . | -6% | 1% | 0.2%
COc1cc2c(cc1OC)C(C)N(C(=O)c1cc3c(s1)-c1c(C)cccc1OC3)CC2 (stereo not given) | -10% | 26% | 61% | -3% | 8.0%
Cc1sc2nc(SCC(=O)Nc3ccc(Cl)c(C(=O)O)c3)[nH]c(=O)c2c1C | . | . | . | -18% | 0.8%
CCC(=O)Nc1cccc(NC(=S)NC(=O)c2ccc(C)cc2)c1 | -4% | -4% | 9% | -6% | 0.2%
CC(CCc1ccccc1)NC(=O)CNC(=O)c1cccs1 (stereo not given) | -11% | -4% | 2% | -7% | 2.5%
O=S(=O)(NC(=S)NC1CCCCC1)c1cccs1 | 4% | 66% | -5% | 2% | 1.8%
COc1ccccc1OCc1ccc(C(=O)NC(C)(C)C)o1 | -23% | 3% | -7% | -21% | 1.2%
CCCCn1nc(C(=O)N(CCOC)c2c(N)n(CCCC)c(=O)[nH]c2=O)c2ccccc2c1=O | . | 1% | -8% | -9% | 1.8%
CC1(C)CC(NC2C3CC4CC(C3)CC2C4)CC(C)(C)N1 (stereo not given) | 8% | -4% | -7% | -1% | 2.1%
NS(=O)(=O)c1ccc(NC(=O)c2ccc(Cl)c(S(=O)(=O)NCc3ccco3)c2)cc1 | . | 12% | -2% | -2% | 2.5%
Cc1sc2ncn(CC(=O)N3CCC(C(N)=O)CC3)c(=O)c2c1S(=O)(=O)N1CCOCC1 | -3% | -6% | -1% | -2% | 1.3%
COc1ccc2cc3cc(C(=O)NCCN4CCc5ccccc5C4)oc3nc2c1 | 18% | 15% | 3% | 19% | 9.5%
O=[N+]([O-])c1cccc(S(=O)(=O)N2CCN(c3ccccn3)CC2)c1 | 1% | 6% | 0% | -17% | i
COc1ccc(-c2cc(C(=O)NC(C)c3ccccn3)c3ccccc3n2)cc1OC (stereo not given) | . | 10% | -9% | -14% | 7.9%
O=c1c2ccccc2nc(SCc2cn3ccsc3n2)n1-c1ccccc1 | 9% | 14% | 5% | -2% | 7.8%
CCOc1ccccc1N1Cc2ccccc2C1 | 4% | 30% | 0% | 11% | 0.3%
Cc1ccc(S(=O)(=O)N(C)c2ccc3sc(C)nc3c2)cc1 | -13% | 22% | 2% | 1% | 7.3%
COc1cc([N+](=O)[O-])ccc1NC(=O)C1C2C=CC(C2)C1C(=O)O (stereo not given) | -3% | -8% | -12% | -1% | 2.0%
CC(CC(=O)Nc1nnc(C(C)(C)C)s1)c1ccccc1 (stereo not given) | -10% | 27% | 8% | -2% | 0.8%
O=C(O)c1cc(NN=Nc2cccc(S(=O)(=O)O)c2)cc([N+](=O)[O-])c1 | -13% | -3% | 3% | 21% | i
COc1cccc(C(=O)NCC(=O)N/N=C/c2ccc3c(c2)OCO3)c1 | -2% | 1% | 0% | 11% | i
Cn1c(CNc2ccccc2)cc(=O)n(C)c1=O | 5% | 0% | -9% | -4% | 3.5% | VEEV TC-83 Vero 10K pilot screen=0.3
Cc1ccc2c(CC(=O)OCC(=O)Nc3ccc(Cl)cn3)coc2c1 | 1% | i | -3% | -5% | 0.1%
Cc1cc(CN2CCC(n3nccc3NC(=O)c3ccccc3Cl)CC2)cc(C)c1O | -4% | 11% | -9% | 5% | 0.1%
CCC(=O)N1CCc2cc(S(=O)(=O)NCCC(=O)Nc3cc(C)cc(C)c3)ccc21 | -5% | 33% | 1% | -4% | 4.0%

Source: PubChem BioAssay
